# Compound activity (PubChem)
# MLL CXXC-DNA inh: blocks binding of human MLL CXXC domain to DNA | AID 2662 | Q03164 | Potency, µM (highest dose often 115 µM), for the others: at the top dose activity change, negative = inhibition, hits mostly inhibitors | MLL-CXXC / FITC-HOXA9 DNA fluorescence polarization | actives 0.037% (n = 290,000); active means well fitted inhibition curve with a large enough effect in the polarisation, with a control signal flat, not every such curve was filed as active; inconclusive means small, poorly fitted or top-dose-only effect, or effect the other way, or a change in a side signal; inactive means no such curve, though single readings can be large or run the other way; the % refers to the polarisation; further: potency means the concentration at half of the fitted maximal effect
#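 Steps: dispense CXXC domain solution (7 uM) → pin compounds or unlabeled HOX-A9 DNA control → 5 min ambient → add FLSN-HOX-A9 solution (50 nM) → spin → 30 min ambient → fluorescence polarization. Tris pH 7.5/NaCl/DTT/BSA buffer.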
# p53 reactivation: restores transcriptional activity of mutant p53; actives 0.063% (n = 320,000); Potency, µM (series often up to 92.2 µM), without a hit: top-dose activity change, positive = activation, usual class: activators; H1299 p53-A138V BP100-luciferase reporter, luminescence, 24 h; AID 504706; further: potency means the concentration at half of the fitted maximal effect; % of control where 0% means no effect; nearly all actives have a fitted effect of over 45% in size
#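 H1299 (p53-null), stable ts p53-A138V + BP100-Luc; 1000 cells/well, Opti-MEM/10% FBS; cpd 4 pt, 1:5; 24 h, 37 deg C, 5% CO2; detection reagent 10 min RT; luminescence.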
# PTAP TSG101 blk: blocks PTAP/TSG101 interaction to inhibit HIV-1 budding | Q99816 | Fluorescence polarization, FITC-PTAP peptide / Tsg101 binding | Potency, µM (highest dose often 115 µM), for the others: at the highest dose activity change, negative = inhibition, actives largely listed as inhibitors | 340,000 tested, under 10 active; active means well fitted inhibition curve with a large enough effect in the main read-out, with a control signal flat, not every such curve was filed as active; inconclusive means small, poorly fitted or top-dose-only effect, or effect the other way, or a change in a side signal; inactive means no such curve, though single readings can be large or run the other way; further: potency means the concentration at half of the fitted maximal effect; % of control where 0% means no effect
# Target sequence (Q99816 whole entry, looked up): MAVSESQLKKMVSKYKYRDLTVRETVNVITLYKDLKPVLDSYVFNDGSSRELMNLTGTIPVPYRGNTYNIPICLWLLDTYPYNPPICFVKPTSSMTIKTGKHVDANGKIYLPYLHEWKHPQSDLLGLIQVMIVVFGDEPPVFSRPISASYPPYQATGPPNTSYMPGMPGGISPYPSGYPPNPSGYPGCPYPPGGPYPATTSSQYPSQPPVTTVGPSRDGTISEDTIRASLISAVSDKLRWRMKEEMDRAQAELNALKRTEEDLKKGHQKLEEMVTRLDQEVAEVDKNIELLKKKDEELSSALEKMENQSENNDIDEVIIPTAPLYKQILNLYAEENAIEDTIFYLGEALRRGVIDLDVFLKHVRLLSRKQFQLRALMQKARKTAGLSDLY
#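 Fluorescence anisotropy tracks displacement of a FITC-tagged PTAP peptide (50 nM) from the Tsg101 binding domain (10 uM), following a 20 min room-temperature incubation at pH 7.5.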
# Integrin act MD: activators of alpha7 integrin expression for muscular dystrophy. alpha7betagal myoblasts, beta-gal FDG fluorescence, 48 h. Potency, µM (highest dose often 38.3 µM), for inactives: top-dose activation, most hits filed as activators. actives 0.064% (n = 350,000);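 further: potency means the concentration at half of the fitted maximal effect; 100% = response of the positive control SU9516; nearly all actives have a fitted effect of over 60% in size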
#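 alpha7betagal+/- myoblasts (passage 13, 250/well) treated 48 h at 37C with compounds at 1:260 dilution of DMSO stock. Lysed, then beta-galactosidase activity read as FDG fluorescence (ex 480/em 540) after 30 min, with pre-read for autofluorescence.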
# ELG1 repair inh: inhibitors of ELG1-dependent DNA repair in HEK293T cells; HEK293T ELG1-luciferase reporter, luminescence, 16 h; DNA damage induced by 5-fluorouridine; Potency, µM (highest dose often 46.1 µM), for the others: at the highest dose activity change, negative = inhibition, hits mostly inhibitors; actives 2.3% (n = 330,000); AID 504467; further: potency means the concentration at half of the fitted maximal effect; on the % scale 0 is the no-effect control and ±100 the full control effect; nearly all actives have a fitted effect of over 55% in size
#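 In this reporter screen, reduction of luminescence relative to DMSO vehicle indicated activity. Compounds and 5-fluorouridine were added together to 2,000 cells per well, incubated for 16 hr at 37 °C, then developed with ONE-Glo.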
# TRPV1 agonist: human TRPV1 agonism | Q8NER1 | TRPV1-expressing cells, Fluo-8 calcium influx, agonist mode | activation, % at 8.33 µM | actives 0.19% (n = 320,000); in the data active means activation above about 80%; inconclusive means between about 30% and that limit; further: 0% is about no effect
#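 TRPV1-expressing cells were cultured overnight at 35.5C and loaded with Fluo-8 calcium dye for 40 to 90 min at room temperature. After a 10 s baseline, compound was added and calcium influx was read kinetically for 3 min (ex 480/em 520 nm).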
# AT treatment: candidate therapy for ataxia-telangiectasia; […] A-T fibroblasts, KAP-1 phosphorylation AlphaLISA; neocarzinostatin DNA damage 30 min before lysis; Potency, µM (doses to about 57.5 µM), for the others: top-dose activation, usual class: activators; actives 0.19% (n = 320,000); AID 485349; further: potency means the concentration at half of the fitted maximal effect; % of control where 0% means no effect; nearly all actives have a fitted effect of over 45% in size
#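 ATM-like activity read as KAP-1 phosphorylation via AlphaLISA donor/acceptor antibody pairs after lysis and 6 hr at 25C. Cells were ATM-null patient fibroblasts ([…], hTERT), dosed 60 min, then exposed to the DSB inducer NCS for 30 min.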
# B2AR arrestin: agonists driving beta-arrestin recruitment to human beta2-adrenergic receptor; P07550; beta-arrestin recruitment to beta2AR, cell-based reporter; Potency, µM (highest dose often 46.1 µM), for the others: at the highest dose activation, hits mostly activators; actives 0.02% (n = 330,000); AID 492947;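 further: potency means the concentration at half of the fitted maximal effect; 0% = DMSO controls and full agonism = EC100 isoproterenol or metaproterenol; nearly all actives have a fitted effect of over 65% in size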
# Target sequence (P07550 whole entry, looked up): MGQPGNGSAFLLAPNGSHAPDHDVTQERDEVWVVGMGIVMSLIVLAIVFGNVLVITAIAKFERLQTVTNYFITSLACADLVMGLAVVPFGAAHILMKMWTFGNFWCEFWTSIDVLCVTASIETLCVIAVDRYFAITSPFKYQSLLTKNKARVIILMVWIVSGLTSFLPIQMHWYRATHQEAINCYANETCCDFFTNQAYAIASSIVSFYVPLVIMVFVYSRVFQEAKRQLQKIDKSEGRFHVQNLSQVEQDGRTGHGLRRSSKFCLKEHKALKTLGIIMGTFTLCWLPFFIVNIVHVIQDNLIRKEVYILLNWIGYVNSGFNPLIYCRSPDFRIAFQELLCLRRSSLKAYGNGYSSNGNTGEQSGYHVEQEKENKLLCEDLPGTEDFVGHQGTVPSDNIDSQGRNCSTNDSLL
# BRCA1 expr act: activators of BRCA1 expression. Potency, µM (titrated, usually from 46.1 µM), for inactives: at the top dose activation, actives largely listed as activators. actives 1.1% (n = 380,000). MCF7-BRCA1-FFLuc reporter, luminescence, 48 h; response scale: scaled: vehicle 0%, 10 µM genistein 100%; further: potency means the concentration at half of the fitted maximal effect; nearly all actives have a fitted effect of over 80% in size; some results filed as inactive show a strong effect at the top dose
#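 Using MCF7 cells harboring a BRCA1 firefly luciferase reporter, plated 2 h before compound pinning, the screen measured luminescence after 48 h incubation. Responses were normalized to DMSO and 10 microM genistein, then fitted for concentration-effect.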
# TCR act: activators of T cell receptors; primary human leukocytes, anti-CD3, IL-2 HTRF, 48 h; Potency, µM (highest dose often 9.22 µM), for the others: at the highest dose activation of IL-2 secretion, most hits filed as activators; 330,000 tested, under 10 active; further: % of control where 0% means no effect
#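 Using a-CD3 beads without co-stimulation, primary human leukocytes were exposed to compounds for 48 hr. An HTRF IL-2 kit measured the cytokine, with europium-to-d2 energy transfer producing emission at 665nm upon 320nm excitation.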
# * hit, by the source's call; u = inconclusive; x = no result given; [ ] = remark or other dose. Unless noted, the call rests on the fitted dose curve; in most records, active means well fitted curve in the direction sought with a large enough effect; inconclusive means small, poorly fitted or top-dose-only effect, or another doubt; inactive means no such curve, though single readings can be large; an effect the other way counts as inactive or inconclusive. Rows are unselected, and some 3.8% of all compounds hit somewhere here.
# Short keys: A = MLL CXXC-DNA inh; B = p53 reactivation; C = PTAP TSG101 blk; D = Integrin act MD; E = ELG1 repair inh; F = TRPV1 agonist; G = AT treatment; H = B2AR arrestin; I = BRCA1 expr act; J = TCR act
> O=C1NC2(CCCCC2)C(=O)N1Cc1cc(=O)n2ccsc2n1
  A: -2% | B: 1% | C: -6% | D: 6% | E: 7% | F: -1 | G: -4% | H: 0.1% | I: -1% | J: 3%
> Cc1ccc(C)c(CS(=O)(=O)c2cn(CC(=O)N3CCC(C)CC3)c3ccccc23)c1
  A: 3% | B: u | C: -12% | D: -3% | E: u | F: 18 | G: 0% | H: -0.4% | I: -3% | J: -4%[46.1 µM]
> CCCCNC(=O)COn1nnc2ccc(S(=O)(=O)N3CCOCC3)cc21
  A: x | B: -2% | C: 0% | D: -6% | E: 4% | F: 1 | G: 1% | H: 0.2% | I: -19% | J: -6%
> COc1cccc(C(=O)NCCn2ccc3ccccc32)c1
  A: 5% | B: u | C: -3% | D: 22% | E: u | F: 13 | G: 3% | H: 0.1% | I: u | J: -1%[46.1 µM]
> COc1ccc(C(C#N)c2nc3ccccc3nc2Cl)cc1 (configuration not stated)
  A: -13% | B: 6% | C: -9% | D: -38%[inhibitor] | E: u | F: 1 | G: -9% | H: -0.2% | I: -30% | J: 2%
> CCOc1c(C)cnc2c1c(=O)n(Cc1ccccc1Cl)c(=O)n2C
  A: 4% | B: -8% | C: 1% | D: 28% | E: -3% | F: 10 | G: 5% | H: -0.9% | I: -17% | J: 3%
> Cc1onc(-c2ccccc2Cl)c1C(=O)Nc1ccc(S(=O)(=O)NCC2CCCO2)cc1 (configuration not stated)
  A: -1% | B: -9% | C: -2% | D: -7% | E: -5% | F: 2 | G: 0% | H: -0.4% | I: 0% | J: -3%
> CCOC(=O)/C(C#N)=C\C=C1C=CN(C)C=C1
  A: u | B: 10% | C: u | D: 5% | E: u | F: 9 | G: -7% | H: 0.1% | I: 4µM* | J: 10%
> CCOC(=O)C1=C(C)c2ccccc2OC1(C)C(=O)OCC (configuration not stated)
  A: x | B: 2% | C: -3% | D: -7% | E: 5% | F: x | G: 6% | H: 0.2% | I: 11% | J: 2%[46.1 µM]
> CN(CC(=O)Nc1ccc(F)cc1)C(=O)c1ccc(N2C(=O)CCC2=O)cc1
  A: x | B: 0% | C: -2% | D: 8% | E: 11% | F: 2 | G: 0% | H: -4.1% | I: 1% | J: -3%
> COc1ccc(CCNC(=O)COc2ccccc2[N+](=O)[O-])cc1OC
  A: 3% | B: -6% | C: 1% | D: 26% | E: -18% | F: 1 | G: -3% | H: -0.4% | I: -12% | J: -1%
> N#CC(C(=O)NC1CCCCC1)c1nc2ccccc2nc1N1CCN(c2ccc(F)cc2)CC1 (configuration not stated)
  A: u | B: 1% | C: x | D: x | E: 7% | F: -5 | G: 1% | H: -0.9% | I: x | J: x
> CCOC(=O)c1c(NC(=O)CSc2nnnn2C)sc(C(=O)N(C)C)c1C
  A: -4% | B: 0% | C: -2% | D: 10% | E: -13% | F: 1 | G: 5% | H: -0.7% | I: -11% | J: 13%
> Cc1ccc(NC(=O)CN2C(=O)NC3(CCc4ccccc43)C2=O)cc1Cl (configuration not stated)
  A: 1% | B: -6% | C: -12% | D: 15% | E: -1% | F: 15 | G: 3% | H: 0.0% | I: -3% | J: -5%
> C=C1CCN(Cc2ccccc2)S(=O)(=O)c2ccccc21
  A: -1% | B: 2% | C: -4% | D: -1% | E: 2% | F: 10 | G: -14% | H: -0.4% | I: 0% | J: 2%
> Cc1ccc(Nc2nc(-c3cccnc3)nc3ccccc23)cc1
  A: -3% | B: -7% | C: 2% | D: -23% | E: u | F: 95* | G: 0% | H: 0.0% | I: -41% | J: -6%
> CCOC(=O)Cc1cnc(NC(=O)CSc2nc(C)cc(C)n2)s1
  A: 3% | B: -2% | C: -2% | D: -26% | E: -27% | F: 1 | G: 1% | H: 0.0% | I: -14% | J: -5%
> Cc1ccc(C(=O)O/N=C(\N)c2cccc([N+](=O)[O-])c2)cc1
  A: -7% | B: u | C: 0% | D: 6% | E: u | F: u | G: 6% | H: -0.6% | I: 3.2µM* | J: 0%
> OC1(c2ccc(Cl)cc2)CCN(Cc2c[nH]c3ccccc23)CC1
  A: 0% | B: x | C: 1% | D: x | E: x | F: x | G: x | H: x | I: -7% | J: 0%
> COc1ccc(/C=N/NC(=O)c2[nH]nc3c2CCc2ccccc2-3)cc1OC
  A: -2% | B: -5% | C: 3% | D: -5% | E: -3% | F: 1 | G: -8% | H: -0.3% | I: -46% | J: -1%[46.1 µM]
> O=C(c1ccc(F)cc1)N(Cc1ccccc1)C1CCS(=O)(=O)C1 (configuration not stated)
  A: 2% | B: 5% | C: -3% | D: -1% | E: 4% | F: 15 | G: x | H: -1.9% | I: -21% | J: 1%
> COc1ccc(-c2nc3ccccn3c2NCc2ccc3c(c2)OCO3)cc1
  A: 1% | B: 22% | C: -4% | D: 0% | E: u | F: u | G: x | H: 0.4% | I: 7.9µM* | J: 2%[46.1 µM]
> O=C(OCCOc1ccc(Cl)cc1)c1cc(S(=O)(=O)N2CCCCC2)ccc1N1CCOCC1
  A: x | B: x | C: 1% | D: -55%[inhibitor] | E: x | F: x | G: x | H: x | I: -36% | J: 1%
> CCc1ccc(NS(=O)(=O)c2c(C(=O)N3CCCCCC3)c(C)n(C)c2C)cc1
  A: 26% | B: -6% | C: -7% | D: -14% | E: 2% | F: -1 | G: 10% | H: -0.7% | I: 0% | J: -7%
> CCc1cccc(C)c1NC(=O)COC(=O)c1ccc2c(c1)S(=O)(=O)c1ccccc1C2=O
  A: 3% | B: 11% | C: -2% | D: 13% | E: 4% | F: 4 | G: -5% | H: -0.4% | I: 0% | J: -2%

# TRPV1 agonist: hit marks shown above
Molecule	MLL CXXC-DNA inh	p53 reactivation	PTAP TSG101 blk	Integrin act MD	TRPV1 agonist	B2AR arrestin	TCR act
Cc1ccc(Nc2nc(-c3cccnc3)nc3ccccc23)cc1	-3%	-7%	2%	-23%	95*	0.0%	-6%

# 3 compounds from above, ordered by their value in TCR act, ascending.
compound | TCR act
Cc1ccc(Nc2nc(-c3cccnc3)nc3ccccc23)cc1 | -6%
COc1ccc(C(C#N)c2nc3ccccc3nc2Cl)cc1 (configuration not stated) | 2%
CCOc1c(C)cnc2c1c(=O)n(Cc1ccccc1Cl)c(=O)n2C | 3%

# New compounds follow.
# Short keys: A = MLL CXXC-DNA inh; B = p53 reactivation; C = PTAP TSG101 blk; D = Integrin act MD; E = ELG1 repair inh; F = TRPV1 agonist; G = AT treatment; H = B2AR arrestin; I = BRCA1 expr act; J = TCR act
> CCOC(=O)c1ccc(NC(=O)Cn2cccc2)cc1
  A: 15% | B: u | C: -4% | D: -7% | E: u | F: 14 | G: 1% | H: -0.7% | I: 30% | J: -18%
> CC1CCCCC1NC(=O)CCCCCn1c(=S)[nH]c2ccccc2c1=O (configuration not stated)
  A: -4% | B: 23% | C: -3% | D: u | E: u | F: 4 | G: 5% | H: -1.0% | I: -10% | J: -1%
> CN(C(=O)c1cccc(NC(=O)Cc2ccc(NC(=O)C3CCCN(C(=O)C4CCCCC4)C3)cc2)c1)C1CCCC1 (configuration not stated)
  A: x | B: x | C: -1% | D: 7% | E: x | F: x | G: x | H: x | I: -17% | J: 12%
> Cc1ccc(NC(=O)c2ccc(Cl)nc2)cc1
  A: -7% | B: 3% | C: -4% | D: -18% | E: u | F: u | G: 3% | H: 0.5% | I: 0% | J: -6%
> Cc1coc2c(C)c3oc(=O)c4c(c3cc12)CCCC4
  A: 0% | B: 10% | C: -7% | D: 21% | E: 0% | F: -4 | G: 11% | H: -0.1% | I: -22% | J: -6%
> O=C(Oc1ccccc1Cl)C1CCN(C(=O)c2ccc(F)cc2)CC1
  A: x | B: -2% | C: -3% | D: -10% | E: 1% | F: 27 | G: -1% | H: 0.2% | I: -2% | J: -1%
> COc1cccc(-n2nnnc2S(C)(=O)=O)c1
  A: 40%[activator] | B: -10% | C: -7% | D: -18% | E: u | F: 2 | G: x | H: -0.2% | I: -92%[inhibitor] | J: 1%
> CN(C(=O)COC(=O)c1ccccc1Cc1ccccc1)c1c(N)n(Cc2ccccc2)c(=O)[nH]c1=O
  A: x | B: -9% | C: 2% | D: 3% | E: -9% | F: 4 | G: -2% | H: 0.2% | I: -46% | J: -3%
> S=c1[nH]nc(-c2ccncc2)n1/N=C/c1cccc2ccccc12
  A: 1% | B: -6% | C: x | D: x | E: 1% | F: 8 | G: -12% | H: 1.4% | I: x | J: -2%[46.1 µM]
> COc1ccc(COC(=O)c2cccc(S(=O)(=O)N3CCCC3)c2)cc1F
  A: -2% | B: -5% | C: -1% | D: 5% | E: 3% | F: 14 | G: 7% | H: 0.0% | I: -2% | J: 0%
> CCC(=O)Nc1ncc2c(n1)CC(c1ccco1)CC2=O (configuration not stated)
  A: 2% | B: 8% | C: -2% | D: 2% | E: -12% | F: 0 | G: -7% | H: 0.0% | I: 20% | J: -1%[46.1 µM]
